# Runt-CBFb FRET: Runt domain-CBFb interaction inhibition; inhibition, % at 20 µM; Cerulean-Runt/Venus-CBFb FRET ratio 530/480, 1 h; hit rate 0.46% among 220,000;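 active means inhibition over about 50% at 20 µM in the single-dose screen, limit read from the data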;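 further: 0% = DMSO wells and 100% = excess unlabeled CBFb competitor control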
#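 System: Cerulean-labeled Runt domain protein | Quantity: 100 nM of each labeled protein | Schedule: 1 h compound exposure, room temperature | Detection: Fluorescence energy transfer, 422 nm excitation, 530/480 nm emission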
# p47phox inh: blocks human p47phox regulatory protein of NADPH oxidases | AID 1274 | inhibition, % at 24.7 µM | hit rate 0.53% among 220,000 | p47phox/p22phox peptide binding, fluorescence polarization, 2 h | P14598;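 active means inhibition above about 30%, limit read from the data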;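 further: 0% = p47phox with labelled peptide and 100% = labelled peptide alone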
# Target sequence (P14598 whole entry, looked up): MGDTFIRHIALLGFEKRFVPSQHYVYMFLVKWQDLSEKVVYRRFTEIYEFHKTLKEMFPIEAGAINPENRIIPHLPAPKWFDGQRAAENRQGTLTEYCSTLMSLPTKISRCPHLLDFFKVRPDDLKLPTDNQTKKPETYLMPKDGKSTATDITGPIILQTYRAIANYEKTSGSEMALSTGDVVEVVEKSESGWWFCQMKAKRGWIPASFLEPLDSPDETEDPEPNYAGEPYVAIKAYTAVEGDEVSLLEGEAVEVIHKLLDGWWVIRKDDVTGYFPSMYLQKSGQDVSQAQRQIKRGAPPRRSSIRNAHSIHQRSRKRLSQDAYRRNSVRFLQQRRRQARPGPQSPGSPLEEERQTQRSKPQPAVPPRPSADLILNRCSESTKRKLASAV
# Hck-Nef inh: blocks Nef-activated human Hck kinase | Recombinant Hck-YEEI plus Nef, Z-Lyte FRET kinase assay | inhibition, % at 20 µM | hit rate 0.68% among 220,000 | AID 463187;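 active means Hck-Nef kinase inhibition above about 50%, limit read from the data; inactive means inhibition below that limit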;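 further: 0% = DMSO with Hck plus Nef and 100% = Hck alone without Nef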
# EBV gp42 inh: blocks Epstein-Barr virus glycoprotein 42 binding | AID 1085 | hit rate 0.42% among 220,000 | Fluorescence polarization binding assay, mP read-out | Q1HVG2 | inhibition, % (tested at 21.74 µM); in the data active means inhibition above about 50%
# Target sequence (Q1HVG2 whole entry, looked up): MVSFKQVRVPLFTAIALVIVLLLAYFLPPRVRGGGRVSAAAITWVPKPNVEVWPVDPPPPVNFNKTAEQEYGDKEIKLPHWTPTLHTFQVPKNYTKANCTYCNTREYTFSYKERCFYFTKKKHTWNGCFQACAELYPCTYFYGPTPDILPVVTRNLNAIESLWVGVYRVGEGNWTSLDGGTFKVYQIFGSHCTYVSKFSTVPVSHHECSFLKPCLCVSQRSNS
# Runt-SMMHC FRET: inhibitors of human RUNX1 Runt domain binding to CBFb-SMMHC. Q01196+Q13951. Cerulean-Runt/Venus-CBFb-SMMHC FRET ratio 530/480, 1 h. inhibition, % at 20 µM. hit rate 0.74% among 220,000. AID 1434;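 active means mean inhibition across duplicate retests at 20 µM reaching about 50%, limit read from the data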;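 further: 0% = DMSO wells and 100% = wells with excess untagged CBFb-SMMHC; inhibitors lower the FRET ratio by blocking Runt binding to CBFb-SMMHC; some results filed as inactive read as strong as hits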
# L929 necroptosis: blocks zVAD induced death of L929 cells; L929 zVAD necroptosis rescue, ATP luminescence, 24 h; with zVAD 60 µM; viability rescue, % at 10 µM; hit rate 0.38% among 220,000; AID 1377;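 active means activation, scaled between plate controls, above about 75%, limit read from the data; inactive means activation under that limit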;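 further: 0% = zVAD with DMSO and 100% = DMSO alone without zVAD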
# TbHK1 inh: blocks Trypanosoma brucei hexokinase 1 activity. recombinant TbHK1, G6PDH-coupled NADH A340. inhibition, % at 10 µM. hit rate 0.11% among 220,000. AID 1430;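 active means inhibition of 50% or more in the single-dose primary screen; inactive means inhibition below 50%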
# Mdm2 ligase inh: blocks human Mdm2 ubiquitin ligase activity; Q00987; cell-based MDM2 ubiquitination luciferase reporter, 2 h; 0 = plate control, 100 = twice control, blank-subtracted; signal enhancement, % at 5 µM; hit rate 0.11% among 210,000;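 active means signal enhancement of 30% or more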;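 further: luminescence tracks abundance of the self-degrading MDM2-luciferase fusion protein; higher signal means inhibition of MDM2 E3 ligase activity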
# Target sequence (Q00987 whole entry, looked up, the tested form may be a part): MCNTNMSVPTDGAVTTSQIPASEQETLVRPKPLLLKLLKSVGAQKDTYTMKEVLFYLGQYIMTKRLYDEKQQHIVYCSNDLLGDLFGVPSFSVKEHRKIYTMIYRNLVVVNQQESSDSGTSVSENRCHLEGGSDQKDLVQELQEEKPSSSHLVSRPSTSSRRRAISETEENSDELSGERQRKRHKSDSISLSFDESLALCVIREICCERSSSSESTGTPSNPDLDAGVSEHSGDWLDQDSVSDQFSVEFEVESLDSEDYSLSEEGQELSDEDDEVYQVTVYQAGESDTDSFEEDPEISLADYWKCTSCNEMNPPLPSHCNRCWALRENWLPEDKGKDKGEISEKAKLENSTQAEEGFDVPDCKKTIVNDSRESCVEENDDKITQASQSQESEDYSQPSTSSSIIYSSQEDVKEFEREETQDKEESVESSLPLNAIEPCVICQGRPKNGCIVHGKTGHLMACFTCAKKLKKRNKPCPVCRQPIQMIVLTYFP
#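 Assay system: stable mammalian line carrying autodegrading MDM2–luciferase fusion reporter; Input: 2000 cells in each well; Compound dosing: single-point 5 µM; Schedule: 2 h compound exposure at 37 °C; Signal: SteadyLite luciferase luminescence after 15 min room-temperature reagent incubation; Evaluation: % luminescence enhancement versus blank-corrected plate control mean; Benchmarks: plate controls and plate blanks.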
# 14-3-3 Bad PPI: disrupts binding of bovine 14-3-3 zeta to phospho-Bad peptide; TR-FRET 14-3-3zeta/Dy647-pBad peptide displacement, 1 h; inhibition, % at 21.7 µM; hit rate 0.71% among 220,000;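 active means inhibition above about 70%, limit read from the data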;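 further: 0% = full 14-3-3 plus peptide FRET controls and 100% = background without 14-3-3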
# Numbers without * were called inactive; x = not tested or not shown; [ ] = another dose, or the depositor's remark.
SMILES,Runt-CBFb FRET,p47phox inh,Hck-Nef inh,EBV gp42 inh,Runt-SMMHC FRET,L929 necroptosis,TbHK1 inh,Mdm2 ligase inh,14-3-3 Bad PPI
O=C(CSc1ncn(-c2ccccc2)n1)Nc1ccc(Br)cn1,0,5,3,-28,0,0.2,10,-16,1
Cn1c(SCC(=O)n2c3c(c4ccccc42)CCCC3)nnc1-c1ccccc1,-9,-3,-1,5,-3,0.0,-12,-17,25
Cc1cc(C)nc(SCc2cn3cc(Cl)ccc3n2)n1,3,-9,3,0,-2,0.7,1,x,6[fluorescence artefact?]
CCOC(=O)N1CCN(CC(O)COC2CC(C)CC(C)(C)C2)CC1 (centres undefined),-2,-1,2,-8,-8,-0.2,2,-17,20
COc1ccc(C)c(S(=O)(=O)Nc2ccc(OCC(=O)O)cc2)c1,3,-5,2,-25,-7,0.7,-1,-12,8
CCOc1ccc(CCN2C(=O)CCC2(C)C(=O)NC(C)CC)cc1OCC (centres undefined),0,-11,-1,-7,-2,1.4,-4,-20,18[fluorescence artefact?]
O=C(O)c1cccc(S(=O)(=O)Nc2ccc([N+](=O)[O-])cc2O)c1,2,-6,33,-10,1,-0.6,0,-12,-1
NC(=S)N/N=C\c1ccccc1OCc1ccccc1,-1,-15,12,3,3,-0.6,-17,11,-7[fluorescence artefact?]
Cc1ccc(CNC(=O)Cn2c(=O)c3sccc3n(Cc3cccc([N+](=O)[O-])c3)c2=O)cc1,3,7,1,-2,-5,0.5,-9,x,9
O=[N+]([O-])c1ccc(N2CCN(c3ccc(Cl)nn3)CC2)c(Cl)c1,2,9,0,-1,-7,0.4,-15,-5,16
O=C(CSc1nnc(Cn2c(=O)sc3ccccc32)n1-c1ccccc1)NCc1ccco1,-4,-6,-1,-16,-2,1.8,-4,-7,8
CCn1c(SCC(=O)Nc2nc(C)c(C(=O)OC)s2)nnc1C(C)C,-1,-3,4,-5,0,0.7,-13,-7,x
CCOC(=O)c1c[nH]n(-c2ccc(C)cc2)c1=O,0,-8,0,2,-4,2.0,0,-11,-22
CCCCN(C(=O)NC(=O)Nc1cc(C)ccc1C)S(C)(=O)=O,0,-6,1,6,-6,-0.2,-1,-9,-20
CC1OC(OCC2OC(Oc3c(-c4ccc(O)cc4)oc4cc(O)cc(O)c4c3=O)C(O)C(O)C2O)C(O)C(O)C1O (centres undefined),0,-16,22,-12,3,0.1,-25,6,35
COc1ccc2nc(SCC(=O)Nc3nccs3)[nH]c2c1,3,-2,15,3,-2,10,2,-8,0
O=c1cc(-c2ccco2)oc2c1ccc1ccccc12,2,-19,-2,-7,0,0.2,-23,8,77*
CCOC(=O)c1ccc(N/C=C/C(=O)c2ccc(OC)c(OC)c2)cc1,9,-3,6,-9,35,1.2,-4,7,-17
CCOC(=O)c1c(-c2ccc(C)o2)csc1NC(=O)CSc1nnnn1-c1ccccc1,8,-43,4,-19,25,0.6,43,-13,-14
COc1ccccc1NC(=O)c1c(NC(=O)CCC(=O)O)sc2c1CCCCC2,16,-13,-1,-6,3,0.7,-9,0,-3
CCc1cc2c(SCC(=O)c3ccc(C)cc3)ncnc2s1,-4,-15,8,-26,-6,1.9,-9,0,-6[fluorescence artefact?]
COc1ccc(NC(=O)C(NC(=O)c2ccccc2)C(C)C)cc1 (centres undefined),0,-13,-1,-7,-3,1.8,-3,-25,-4
CC1CCN(c2c(NCC3CCC(C(=O)Nc4ccccn4)CC3)c(=O)c2=O)CC1 (centres undefined),0,4,-7,-4,1,x,-3,x,5
O=C(/C=C/c1cccs1)c1cc(Cl)ccc1O,-4,-5,19,-7,-8,7.3,-3,1,-3
CCOC(=O)Cc1csc(NC(=O)c2cccc(N3C(=O)CCC3=O)c2)n1,1,-11,1,-3,0,0.1,0,-42,8
C=CCSc1nc2ccccc2c2nc(-c3ccccc3)nn12,-1,-6,1,-3,-7,0.5,-3,-32,1
CCOC(=O)N1CCN(C(=O)CN(c2cccc(C)c2)S(=O)(=O)c2ccc(C)cc2)CC1,0,2,-9,-16,-1,-1.0,1,-16,3
O=C(O)Cc1ccc(NC(=O)c2cccs2)cc1,1,3,1,-10,3,0.1,-9,-2,0
CCOCCOC(=O)c1ccc(-n2cnc(C)n2)nc1,0,4,18,2,3,5.2,-7,-17,5
CCc1ccc(NC(=O)COc2ccc(F)cc2C(=O)c2cnn(-c3ccccc3)c2)cc1,0,-4,3,-15,3,2.4,-1,-11,-5

# 3 records picked at random from those above:
SMILES,Runt-CBFb FRET,p47phox inh,Hck-Nef inh,EBV gp42 inh,Runt-SMMHC FRET,L929 necroptosis,TbHK1 inh,Mdm2 ligase inh,14-3-3 Bad PPI
Cc1ccc(CNC(=O)Cn2c(=O)c3sccc3n(Cc3cccc([N+](=O)[O-])c3)c2=O)cc1,3,7,1,-2,-5,0.5,-9,x,9
Cc1cc(C)nc(SCc2cn3cc(Cl)ccc3n2)n1,3,-9,3,0,-2,0.7,1,x,6[fluorescence artefact?]
O=C(O)c1cccc(S(=O)(=O)Nc2ccc([N+](=O)[O-])cc2O)c1,2,-6,33,-10,1,-0.6,0,-12,-1

# The main list resumes, starting 2 compounds before the break.
SMILES,Runt-CBFb FRET,p47phox inh,Hck-Nef inh,EBV gp42 inh,Runt-SMMHC FRET,L929 necroptosis,TbHK1 inh,Mdm2 ligase inh,14-3-3 Bad PPI
CCOCCOC(=O)c1ccc(-n2cnc(C)n2)nc1,0,4,18,2,3,5.2,-7,-17,5
CCc1ccc(NC(=O)COc2ccc(F)cc2C(=O)c2cnn(-c3ccccc3)c2)cc1,0,-4,3,-15,3,2.4,-1,-11,-5
CCOCCCNC(=O)CCSc1ccc(C)cc1,-2,-1,8,-20,4,0.6,0,-7,4[fluorescence artefact?]
Nc1nnc(CCCCCCCCCCc2nnc(N)s2)s1,0,-11,19,-12,-2,0.5,3,1,-2
O=C(Nc1cccc(S(=O)(=O)N2CCOCC2)c1)c1c2c(nc3ccccc13)CCC2,-10,8,18,12,-14,0.5,3,-8,-23
COc1ccc(NS(=O)(=O)c2cccc(C(=O)N/N=C/c3cccs3)c2)cc1,-7,-4,2,-5,2,1.0,35,-7,47
Cc1ccc(S(=O)(=O)N2CCN(c3ccccn3)CC2)cc1,-2,-9,11,0,-1,0.9,-8,-1,-1
CCN1CC(CN(C)Cc2nc(-c3ccc(C(F)(F)F)cc3)no2)CC1=O (centres undefined),x,0,20,-10,x,0.9,1,3,-5
CC(=O)c1cc(C(=O)Nc2ccc(C(=O)O)cc2)oc1C,-1,5,1,5,0,-0.6,0,-34,3[fluorescence artefact?]
CC(=O)N(c1cccc(C)c1)C1SC(=O)N(c2ccccc2)C1=O (centres undefined),2,-10,0,-5,0,0.1,4,-8,-14
CN(Cc1nc(-c2ccccn2)no1)S(=O)(=O)c1ccc(Cl)cc1,-2,-12,1,-8,0,-0.2,1,-2,8
CC(OC(=O)c1ccc(O)cc1)C(=O)Nc1cc(C(F)(F)F)ccc1Cl (centres undefined),0,-1,19,-6,0,72,-3,-11,-3
CNc1nc(C)c(C#N)cc1C(C)=O,1,-11,2,-14,5,0.1,-9,-14,-2
Nn1c(SCc2ccccc2)nnc1-c1ccco1,0,-2,5,-7,2,0.6,1,-15,2
CCCC[n+]1c(-c2ccc(Cl)cc2Cl)csc1Nc1ccccc1,0,2,2,-5,-1,1.6,-3,-2,19[fluorescence artefact?]
Cc1cc(C)c2cc(CN(Cc3ccco3)C(=S)NCC3CCCO3)c(=O)[nH]c2c1 (centres undefined),7,2,29,4,2,0.4,-19,9,-10
CCOC(=O)C1=C(C)N(CC)C(=S)NC1c1ccc(Cl)cc1 (centres undefined),2,-8,3,18,0,-0.5,-3,-4,11
NC(=O)CC(NC(=O)Cc1ccc(Br)cc1)c1ccc(NC2CCCC2)c([N+](=O)[O-])c1 (centres undefined),-9,1,26,-42,-8,5.8,-5,-12,1
COc1ccc(NC(=O)Cn2nc(Cc3cccnc3)c3ccccc3c2=O)cc1OC,2,5,16,-4,-2,0.1,1,-14,4
COc1cc(OC)cc(-n2nnnc2SCC(=O)Nc2ccc(C(C)=O)cc2)c1,2,-9,32,3,0,-0.1,-7,-15,25
COc1ccccc1Nc1nc(-c2c(C)[nH]c3ccccc23)cs1,11,-9,5,10,10,0.8,-11,6,-2
CC(=O)c1cccc(NC(=O)Cn2c(=O)oc3cc(S(=O)(=O)N4CCCC4)ccc32)c1,-2,6,25,-14,0,0.5,-7,-12,-3
O=C(CSCc1ccc([N+](=O)[O-])cc1)NC1CCCCCC1,3,8,10,10,-3,2.0,-2,-4,3
O=C(Nc1ccc(Cl)cc1)C1=Cc2cc(Cl)ccc2OC1,-1,-2,0,0,0,0.3,0,-2,4
CC(=O)NC(=S)NNC(=O)C(c1ccccc1)c1ccccc1,8,1,26,-12,4,0.7,0,-12,-18
CCc1cccc(C)c1NC(=O)C(c1ccc(O)cc1)N1CCC1=O (centres undefined),-1,-12,4,8,2,-0.8,-1,-6,-4
Fc1ccccc1N1CCN(c2ncnc3nc[nH]c23)CC1,3,-11,21,-13,3,-0.5,6,-9,3
CC(=O)NC1C(Oc2cccc(C)c2)OC2COC(c3ccco3)OC2C1O (centres undefined),0,-4,4,-27,2,2.1,35,-8,-10[fluorescence artefact?]
O=c1cnnc(Nc2ccccc2)[nH]1,1,-6,21,-15,2,2.9,-6,-3,-9
Cc1ccc(S(=O)(=O)N2CC=C(c3c(C)n(C)c4ccccc34)CC2)cc1,-17,-90,1,-15,-29,-0.1,-4,8,-2
CCOC(CNC(=O)c1cccn2c(=O)c3cc(Cl)ccc3nc12)OCC,-13,-19,3,-2,-28,0.8,-17,-11,0[fluorescence artefact?]
COc1ccc(-c2cc3c(nn2)-c2ccccc2C3=O)cc1,-1,-16,24,-22,-2,-0.1,-5,3,-15
COc1cc2c(cc1OC)-c1cc(NC3CC3)nc(=O)n1CC2,-1,-8,7,-6,0,5.8,-46,17,1
Cc1ccc(C(=O)Cn2ncsc2=N)cc1,0,-10,0,-14,-5,0.6,-4,-10,22
Nc1ncnc(Nc2cc(Cl)cc(Cl)c2)c1[N+](=O)[O-],-1,-3,3,-19,-3,1.6,20,-8,-24
CN(Cc1ccccc1)Cc1nc2c([nH]1)c(=O)[nH]c(=O)n2C,0,-6,1,-9,-5,1.1,6,-6,-6
CNCC(O)Cn1c(C(F)(F)F)nc2ccccc21 (centres undefined),-2,2,4,0,0,-0.8,2,-4,7
CCc1nc(Nc2ccccc2)c2oc3ccccc3c2n1,-2,-38,-1,-1,3,0.3,-9,1,40
CC(=O)N(C1CC(C)C(C#N)(C#N)C1(C#N)C#N)N(C)C (centres undefined),14,-3,9,2,1,4.2,-3,2,1
CCN(CC)CCCNC(=O)CNC(=S)N(CCCN1CCOCC1)Cc1cccs1,1,2,18,5,1,3.6,4,-28,-18
Cc1cccc(NC(=O)C2CC(=O)OC23CCCC3)c1 (centres undefined),2,-5,5,-5,2,0.5,2,7,-5[fluorescence artefact?]
N#C/C(=C(/O)COC(=O)CCc1ccc(S(=O)(=O)N2CCOCC2)cc1)c1nc2ccccc2[nH]1,13,-48,7,6,49,78*,-2,x,-7[fluorescence artefact?]
C/C(=N\NC(=O)c1ccc(N/N=C(\C)c2ccncc2)cc1)c1ccncc1,0,-2,-6,-13,-2,0.2,-47,-51,-7

# Screening results (PubChem BioAssay)
